Compound activity (PubChem BioAssay)
Vc quorum ag – inducers of Vibrio cholerae quorum light production without autoinducers; V. cholerae BH1578 lux reporter, luminescence, 6 h; activation, % at 18.7 µM; 0.16% of 350,000 active; AID 588436; in the data active = activation mostly above about 9.7%, no sharp cut-off; inconclusive = no clear call, values can overlap the other calls; inactive = mostly below about 3.7%; also: not every result past the cut was called active; inactives centre near 0; reference of the scale not given here
PfHsp40 rescue – restores yeast growth despite PfHsp40 toxicity. S. cerevisiae expressing PfHsp40, growth rescue, ATP luminescence. growth rescue, % at 12.5 µM. 0.68% of 340,000 active; in the data active = growth rescue above about 28%, passing the limit was not always enough; inconclusive = no clear call, values can overlap the other calls;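 also: yeast W303a lacking pdr1 and pdr3 grown in galactose medium; growth measured after three days at 30 °C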
FBA Mtb inh – inhibits M. tuberculosis FBA enzyme. purified M. tuberculosis FBA, fluorescence read-out. 2.3% of 360,000 active. inhibition, % at 1 µM. AID 588726. P9WQA3; in the data active = inhibition above about 27%;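 also: 0% = vehicle and 100% = reference inhibitor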
Target sequence (P9WQA3 whole entry, looked up): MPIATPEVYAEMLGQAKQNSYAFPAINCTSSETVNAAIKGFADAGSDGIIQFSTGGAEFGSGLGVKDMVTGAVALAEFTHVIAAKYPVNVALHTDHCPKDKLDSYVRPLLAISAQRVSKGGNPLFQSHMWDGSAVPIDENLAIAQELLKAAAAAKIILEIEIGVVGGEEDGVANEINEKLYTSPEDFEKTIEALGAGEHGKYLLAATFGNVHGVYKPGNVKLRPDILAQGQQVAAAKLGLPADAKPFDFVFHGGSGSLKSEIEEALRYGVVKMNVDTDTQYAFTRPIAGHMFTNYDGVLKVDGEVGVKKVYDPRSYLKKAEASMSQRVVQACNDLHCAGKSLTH
BioA inh – inhibitors of Mycobacterium tuberculosis BioA enzyme; purified M. tuberculosis BioA enzyme, plate reader; inhibition, % at 9.99 µM; 0.096% of 360,000 active; AID 602481; in the data active = inhibition above about 40%; inconclusive = no clear call, values can overlap the other calls
GDH-TPI inh – GDH-TPI coupled enzyme inhibition counter-screen. GDH-TPI coupled enzyme counterscreen, NADH absorbance. inhibition, % at 4.8 µM. 1.2% of 360,000 active. AID 588335; in the data active = inhibition above about 30%;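 also: 0% = DMSO wells and 100% = wells lacking the enzyme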
FadD28 binding – M. tuberculosis FadD28 bisubstrate binding inhibition; inhibition, % at 12.5 µM; FadD28 bisubstrate probe binding, fluorescence polarization; AID 588549; 0.22% of 360,000 active; in the data active = inhibition above about 8.5%, passing the limit was not always enough; inconclusive = no clear call, values can overlap the other calls
TcdB inh – blocks C. difficile toxin B glycohydrolase activity; P18177; TcdB glycohydrolase enzymatic assay, plate reader; inhibition, % at 9.99 µM; 0.24% of 350,000 active; in the data active = inhibition above about 10%
Mtb UGM inh – Mtb UDP-galactopyranose mutase inhibition; P9WIQ1; purified UGM, fluorescence polarization probe displacement; inhibition, % at 10 µM; 0.06% of 320,000 active; in the data active = inhibition above about 10%, passing the limit was not always enough; inconclusive = no clear call, values can overlap the other calls
Target sequence (P9WIQ1 whole entry, looked up): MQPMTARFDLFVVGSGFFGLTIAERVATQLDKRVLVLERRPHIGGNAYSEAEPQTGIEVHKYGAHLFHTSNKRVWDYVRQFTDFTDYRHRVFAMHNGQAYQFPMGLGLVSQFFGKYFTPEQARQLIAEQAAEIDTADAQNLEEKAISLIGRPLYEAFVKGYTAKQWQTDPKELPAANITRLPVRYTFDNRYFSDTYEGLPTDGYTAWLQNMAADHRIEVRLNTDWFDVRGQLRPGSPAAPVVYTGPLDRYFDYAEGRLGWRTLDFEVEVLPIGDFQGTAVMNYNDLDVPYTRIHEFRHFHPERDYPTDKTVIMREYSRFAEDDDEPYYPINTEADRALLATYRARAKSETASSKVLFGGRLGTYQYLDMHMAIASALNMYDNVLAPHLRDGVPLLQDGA
Y pestis TopoI – Y. pestis Topo-I inhibition via cleavage products; activity, % at 10 µM; 0.064% of 360,000 active; Y. pestis Topo-I cleavage product accumulation, plate reader; in the data active = activity above about 50%, passing the limit was not always enough; inconclusive = no clear call, values can overlap the other calls; also: inactives centre near 2
Active calls of the source: *. Compounds as they come; any-hit rate near 4.6%.

How did CCN(CC)CCNC(=O)c1cc2c(-c3cccc(OC)c3)nn(C)c2s1 do in these assays?
Vc quorum ag: inactive; PfHsp40 rescue: -1.2; FBA Mtb inh: 60.4*; GDH-TPI inh: 22.8; FadD28 binding: -9.9; TcdB inh: 2.3; Mtb UGM inh: 2.6; Y pestis TopoI: -15.6

Results for O=C(O)COc1ccccc1/C=N/NC(=O)c1cccc(S(=O)(=O)N2CCOCC2)c1 ?
Vc quorum ag: -0.3; PfHsp40 rescue: -0.9; FBA Mtb inh: 1.0; BioA inh: 0.9; GDH-TPI inh: 7.3; FadD28 binding: -2.3; TcdB inh: 0.0; Mtb UGM inh: 0.7; Y pestis TopoI: -1.0

How did COc1cc(CN(C2CCCCC2)S(=O)(=O)c2ccc(S(=O)(=O)N(C)C3CCCCC3)cc2)cc(OC)c1OC do in these assays?
Vc quorum ag: -1.1; PfHsp40 rescue: 0.4; FBA Mtb inh: 1.3; BioA inh: -2.5; GDH-TPI inh: 2.6; FadD28 binding: -1.6; Mtb UGM inh: -2.8; Y pestis TopoI: 22.5

What do the screens show for `CN(C(=O)CCc1nnc(CCCCc2ccccc2)o1)C1CCOCC1`?
Vc quorum ag: inactive; PfHsp40 rescue: 0.5; FBA Mtb inh: 0.6; GDH-TPI inh: 9.3; FadD28 binding: -0.9; TcdB inh: 0.8; Mtb UGM inh: 1.8; Y pestis TopoI: -4.7

Results for CN(CC(=O)O/N=C(\N)c1ccc([N+](=O)[O-])cc1)S(=O)(=O)c1ccc2ccccc2c1 ?
Vc quorum ag: -0.5; PfHsp40 rescue: -1.0; FBA Mtb inh: 1.8; GDH-TPI inh: 1.3; FadD28 binding: -0.2; Mtb UGM inh: 0.5; Y pestis TopoI: 5.5

How did CC1(N(O)C=C2C=CC(=O)C=C2)CCCCC1=O (centres undefined) do in these assays?
Vc quorum ag: inactive; PfHsp40 rescue: 0.4; FBA Mtb inh: -1.7; GDH-TPI inh: 14.6; FadD28 binding: -1.2; TcdB inh: 1.0; Mtb UGM inh: 3.7; Y pestis TopoI: 5.4

How did Cc1cc(C(=O)N2CCCC(C(=O)c3ccc4ccccc4c3)C2)n(C)n1 (centres undefined) do in these assays?
Vc quorum ag: -0.6; PfHsp40 rescue: 2.1; FBA Mtb inh: 2.2; BioA inh: -0.1; GDH-TPI inh: 5.4; FadD28 binding: 0.6; TcdB inh: 1.4; Mtb UGM inh: -0.6; Y pestis TopoI: 2.0

How did Fc1cccc(CSc2nnc3ccc(-c4ccncc4)nn23)c1 do in these assays?
Vc quorum ag: 2.0; PfHsp40 rescue: -0.3; FBA Mtb inh: -4.7; BioA inh: 0.9; GDH-TPI inh: 6.6; FadD28 binding: -1.8; TcdB inh: 0.9; Mtb UGM inh: -0.3; Y pestis TopoI: 16.4

How did c1ccc2c(c1)CC1(CCCC1)N=C2N1CCOCC1 do in these assays?
Vc quorum ag: inactive; PfHsp40 rescue: -0.4; FBA Mtb inh: 0.8; BioA inh: -2.0; GDH-TPI inh: 2.5; FadD28 binding: -3.5; TcdB inh: 0.5; Mtb UGM inh: 2.6; Y pestis TopoI: 3.0

How did Cc1ccc(-c2noc(C3CCCN(C(=O)c4ccccc4Br)C3)n2)cc1 (centres undefined) do in these assays?
Vc quorum ag: inactive; PfHsp40 rescue: 0.3; FBA Mtb inh: -0.5; BioA inh: 0.3; GDH-TPI inh: -1.7; FadD28 binding: -1.7; TcdB inh: 0.1; Mtb UGM inh: 3.1; Y pestis TopoI: 41.6

Results for COc1ccccc1/C=C/CN1CC(C)OC(C)C1 (centres undefined) ?
Vc quorum ag: -1.0; PfHsp40 rescue: 0.4; FBA Mtb inh: 2.2; BioA inh: -0.8; GDH-TPI inh: 14.0; FadD28 binding: -1.6; Mtb UGM inh: -1.6; Y pestis TopoI: -2.2

How did CC(CNS(=O)(=O)c1ccccc1)(c1ccccc1)N1CCOCC1 (centres undefined) do in these assays?
Vc quorum ag: inactive; PfHsp40 rescue: -1.0; FBA Mtb inh: -2.7; BioA inh: -1.3; GDH-TPI inh: -2.3; FadD28 binding: -4.7; TcdB inh: 1.1; Mtb UGM inh: -4.5; Y pestis TopoI: -2.7

Not a retest: two of the compounds above.
Results for COc1ccccc1/C=C/CN1CC(C)OC(C)C1 (centres undefined) ?
Vc quorum ag: -1.0; PfHsp40 rescue: 0.4; FBA Mtb inh: 2.2; BioA inh: -0.8; GDH-TPI inh: 14.0; FadD28 binding: -1.6; Mtb UGM inh: -1.6; Y pestis TopoI: -2.2

How did CC(CNS(=O)(=O)c1ccccc1)(c1ccccc1)N1CCOCC1 (centres undefined) do in these assays?
Vc quorum ag: inactive; PfHsp40 rescue: -1.0; FBA Mtb inh: -2.7; BioA inh: -1.3; GDH-TPI inh: -2.3; FadD28 binding: -4.7; TcdB inh: 1.1; Mtb UGM inh: -4.5; Y pestis TopoI: -2.7

Later entries:
How did Cc1cc(=S)cc(C)n1CCO do in these assays?
Vc quorum ag: -0.5; PfHsp40 rescue: -1.3; FBA Mtb inh: -4.5; BioA inh: -0.1; GDH-TPI inh: 15.1; FadD28 binding: -2.7; Mtb UGM inh: -2.8; Y pestis TopoI: -11.6

Results for COc1ccc(N/N=C2/CCCCC2=O)cc1 ?
Vc quorum ag: inactive; PfHsp40 rescue: 0.2; FBA Mtb inh: -1.9; BioA inh: 3.1; GDH-TPI inh: 1.1; FadD28 binding: -0.4; Mtb UGM inh: -0.7; Y pestis TopoI: -8.5

How did O=C(CC1SCCNC1=O)Nc1ccc(Cl)c(Cl)c1 (centres undefined) do in these assays?
Vc quorum ag: -0.2; PfHsp40 rescue: -1.1; FBA Mtb inh: 1.8; GDH-TPI inh: 0.9; FadD28 binding: -0.1; TcdB inh: 3.8; Mtb UGM inh: -2.6; Y pestis TopoI: 11.9

What do the screens show for `Cc1c(Br)c(C(=O)N2CCc3ccccc32)nn1C`?
Vc quorum ag: -0.3; PfHsp40 rescue: -0.4; FBA Mtb inh: 6.3; GDH-TPI inh: 10.1; FadD28 binding: 0.8; Mtb UGM inh: 0.9; Y pestis TopoI: -4.3

How did COCCNC(=O)C1(C)CCN(C(=O)c2oc3ccccc3c2C)C1 (centres undefined) do in these assays?
Vc quorum ag: 1.1; FBA Mtb inh: 2.4; BioA inh: 1.7; GDH-TPI inh: -6.4; FadD28 binding: 2.0; TcdB inh: 0.7; Y pestis TopoI: 3.4

How did Cc1ccc(NCSc2ccc(Cl)cc2)cc1 do in these assays?
Vc quorum ag: -5.6; PfHsp40 rescue: -0.3; FBA Mtb inh: 2.6; BioA inh: -0.4; GDH-TPI inh: -0.9; TcdB inh: 2.1; Y pestis TopoI: 0.4

How did CCCCCn1c2c(c(=N)c3ccccc31)CCC2 do in these assays?
Vc quorum ag: inactive; PfHsp40 rescue: -0.7; FBA Mtb inh: 3.2; BioA inh: 3.9; GDH-TPI inh: 26.9; FadD28 binding: -2.1; TcdB inh: 2.0; Mtb UGM inh: -1.5; Y pestis TopoI: -0.1

What do the screens show for `O=C(Nc1ccc2c(c1)nc1n2CCOC1)c1ccccc1`?
Vc quorum ag: inactive; PfHsp40 rescue: -0.4; FBA Mtb inh: -2.1; BioA inh: 6.1; GDH-TPI inh: -4.4; FadD28 binding: -1.9; Mtb UGM inh: 2.9; Y pestis TopoI: 0.3

Results for O=C(CNC(=O)c1ccccc1F)N/N=C/c1cn[nH]c1-c1ccccc1 ?
Vc quorum ag: -2.7; PfHsp40 rescue: 0.3; FBA Mtb inh: -4.1; GDH-TPI inh: -1.9; FadD28 binding: -3.0; TcdB inh: 0.5; Mtb UGM inh: 1.3; Y pestis TopoI: 0.0

What do the screens show for `CCc1nc2nc(C)cc(Nc3cccc(C(F)(F)F)c3)n2n1`?
Vc quorum ag: inactive; PfHsp40 rescue: 0.3; FBA Mtb inh: 1.7; BioA inh: 3.1; GDH-TPI inh: 7.9; FadD28 binding: -3.4; Y pestis TopoI: -2.6

Results for CC(C)COc1ccc(C/C(N)=N/n2cnnc2)cc1 ?
Vc quorum ag: 1.4; PfHsp40 rescue: 0.3; FBA Mtb inh: 2.8; BioA inh: -0.6; GDH-TPI inh: -7.5; FadD28 binding: -1.6; TcdB inh: 0.5; Mtb UGM inh: -0.1; Y pestis TopoI: -0.4

Results for CCOC(=O)c1c(C(F)(F)F)cc(-c2ccc(F)cc2)nc1C ?
Vc quorum ag: -0.4; PfHsp40 rescue: -0.3; FBA Mtb inh: -2.5; GDH-TPI inh: 2.6; FadD28 binding: -0.9; Mtb UGM inh: 0.3; Y pestis TopoI: -5.8

How did O=C(Cc1ccccc1Cl)Nc1ccc(S(=O)(=O)N2CCOCC2)cc1 do in these assays?
Vc quorum ag: -1.2; PfHsp40 rescue: -0.5; FBA Mtb inh: 5.5; BioA inh: 0.4; GDH-TPI inh: -3.8; FadD28 binding: -0.8; TcdB inh: -0.1; Mtb UGM inh: -1.2; Y pestis TopoI: -9.6

Results for O=C(NCCCO)C12CC3CC(CC(C3)C1)C2 ?
Vc quorum ag: -14.3; PfHsp40 rescue: -0.7; FBA Mtb inh: -3.1; GDH-TPI inh: 7.0; FadD28 binding: -1.8; Mtb UGM inh: -0.5; Y pestis TopoI: -3.3

How did COC(=O)Nc1ccc(S(=O)(=O)N(C)C)cc1 do in these assays?
Vc quorum ag: -0.2; PfHsp40 rescue: 0.0; FBA Mtb inh: -0.2; BioA inh: -0.5; GDH-TPI inh: -3.7; FadD28 binding: -1.5; Mtb UGM inh: 0.0; Y pestis TopoI: 8.8

What do the screens show for `Cc1ccccc1-n1nc2c(c1NC(=O)C(C)C)CS(=O)(=O)C2`?
Vc quorum ag: inactive; PfHsp40 rescue: -0.8; FBA Mtb inh: 0.2; BioA inh: -1.0; GDH-TPI inh: 2.6; FadD28 binding: -0.9; TcdB inh: 1.2; Mtb UGM inh: -1.5; Y pestis TopoI: 0.2

Results for Cn1c(=O)c2cnc(-c3ccc(C(F)(F)F)cc3)nc2n(C)c1=O ?
Vc quorum ag: -1.4; PfHsp40 rescue: 1.3; FBA Mtb inh: 1.8; GDH-TPI inh: 0.4; FadD28 binding: -0.2; TcdB inh: 0.3; Mtb UGM inh: 0.6; Y pestis TopoI: 4.0

How did CCCCOCCCNC(=O)N[C@H](C(=O)OC)C(C)C do in these assays?
Vc quorum ag: -1.0; PfHsp40 rescue: -0.7; FBA Mtb inh: 5.0; BioA inh: -2.5; GDH-TPI inh: 4.1; FadD28 binding: 2.3; Mtb UGM inh: -1.0; Y pestis TopoI: -5.1

What do the screens show for `O=C(CC1CCCC1)N1CCCC(Nc2cccc(F)c2)C1` (centres undefined)?
Vc quorum ag: 1.8; PfHsp40 rescue: -1.6; FBA Mtb inh: 3.8; BioA inh: 3.0; GDH-TPI inh: -8.6; FadD28 binding: -0.3; TcdB inh: -0.1; Mtb UGM inh: -1.3; Y pestis TopoI: 7.5

How did O=C(COC(=O)c1cccnc1Cl)NC12CC3CC(CC(C3)C1)C2 do in these assays?
Vc quorum ag: inactive; PfHsp40 rescue: 0.5; FBA Mtb inh: 2.6; BioA inh: -5.1; GDH-TPI inh: 14.5; FadD28 binding: -0.8; TcdB inh: 0.9; Mtb UGM inh: -2.5; Y pestis TopoI: -5.9

How did CC1(C)CC(=O)C=C(c2cccc3c2sc2ccccc23)C1 do in these assays?
Vc quorum ag: -0.3; PfHsp40 rescue: inconclusive; FBA Mtb inh: -1.9; BioA inh: 0.3; GDH-TPI inh: 6.0; FadD28 binding: -1.3; TcdB inh: 0.7; Mtb UGM inh: 0.4; Y pestis TopoI: 43.2

What do the screens show for `O=C(c1cc2ccccc2o1)N1CCN=C1SCc1cccnc1`?
Vc quorum ag: -0.2; PfHsp40 rescue: 0.7; FBA Mtb inh: -2.9; BioA inh: 0.2; GDH-TPI inh: -8.8; FadD28 binding: 0.0; TcdB inh: 0.3; Mtb UGM inh: -1.4; Y pestis TopoI: -0.5

Results for CC(C)C[C@H](NC(=O)c1nc[nH]c1C(=O)N1CCc2ccccc2C1)C(=O)OCc1ccccc1 ?
Vc quorum ag: inactive; PfHsp40 rescue: 0.7; FBA Mtb inh: 1.0; BioA inh: -0.1; GDH-TPI inh: 1.8; FadD28 binding: -1.3; TcdB inh: 2.1; Mtb UGM inh: 3.6; Y pestis TopoI: -2.2
